Assay outcomes (PubChem)
Salmonella PhoP GFP – inhibitors of PhoP regulon expression, primary screen, Salmonella Typhimurium, GFP reporter (AID 1863); 0.16% of 300,000 active; S. Typhimurium PhoP-regulated promoter GFP reporter, 4 h; higher % means a stronger effect; inhibition, % at 50 µM, or IC50 in µM where a hit was titrated;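 active means inhibition over 29.93%, a cutoff 3 SD above the screen mean, later confirmed by dose response; inconclusive means inhibition over 29.93% but no dose response follow-up; inactive means inhibition at most 29.93% or unconfirmed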;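 further: 0% = low Mg2+ inducing control and 100% = high Mg2+ repressing control; strong numbers were not always called active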
West Nile virus CPE – West Nile virus antiviral activity, cell-based, CPE readout (AID 1621); CPE inhibition, % at 10 µM, or IC50 in µM where a hit was titrated; West Nile virus-infected cells, CPE inhibition; higher % means a stronger effect; 0.02% of 290,000 active; in the data active means a potency from the dose series; inconclusive means CPE inhibition mostly from about 3.7% at the one dose, without a potency; inactive means the rest, 99 in 100 with CPE inhibition below about 2.2%; further: strong numbers were not always called active
P. falciparum M17LAP – P. falciparum M17LAP inhibitors, primary screen, biochemical, fluorogenic H-Leu-NHMec substrate, 1536-well (AID 1619) | one-dose inhibition, % at 30 µM; IC50 in µM for titrated hits | recombinant M17LAP, H-Leu-NHMec fluorogenic kinetic assay; higher % means a stronger effect | Leucine aminopeptidase (Plasmodium falciparum (isolate 3D7)) | 0.38% of 220,000 active;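 active means compound inhibiting the enzyme by more than half at any dose during confirmatory dose-response retesting; inconclusive means strong single-dose inhibitors picked by rank but not retested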;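 further: plate controls were full reaction with DMSO carrier for no effect and no enzyme background for full effect; strong numbers were not always called active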
XIAP antagonists – XIAP antagonists, biochemical, IAP family, fluorescence polarization (AID 1018) | E3 ubiquitin-protein ligase XIAP (Homo sapiens) | XIAP BIR domain, fluorescence polarization peptide displacement; higher % means a stronger effect | one-dose displacement, % at 20 µM; IC50 in µM for titrated hits | 0.007% of 200,000 active; in the data active means displacement above about 50%; further: a part of the inactive calls stands beside numbers as strong as those of hits
Yfh1-off respiration – enhancers of respiration in Yfh1-depleted yeast, dose response, Friedreich's ataxia, plus single-dose screen (AID 1465); S. cerevisiae Yfh1-off respiration, WST-1 reduction, 72 h; higher fold induction means a stronger effect; fold induction at 50 µM, or EC50 in µM where a hit was titrated; 0.074% of 220,000 active;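 active means fold induction of absorbance versus untreated yeast above a set limit, then at least 30% activation at any dose in follow-up; inconclusive means repeats straddling the limit, or above it without dose testing; inactive means fold induction below the set limit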;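 further: activators that raise dye reduction in frataxin-depleted yeast; strong numbers were not always called active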
M1AAP inhibition – P. falciparum M1AAP inhibitors, biochemical, fluorogenic H-Leu-NHMec substrate, 1536-well (AID 1445). one-dose inhibition, % at 30 µM; IC50 in µM for titrated hits. 0.42% of 220,000 active. Aminopeptidase N (Plasmodium falciparum (isolate 3D7)). recombinant M1AAP, H-Leu-NHMec fluorogenic kinetic assay; higher % means a stronger effect;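 active means primary inhibition above the hit cutoff, then over 50% inhibition at one or more dose response concentrations, cut at about 23% in these data, passing the limit was not always enough; inconclusive means conflicting primary data, or primary hits not chosen for dose response; inactive means low primary inhibition, or under 50% at every dose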;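 further: plate controls were DMSO full reaction for no effect and no enzyme background for full effect; strong numbers were not always called active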
Siah-1 displacement – Siah-1 peptide-binding antagonists, primary screen, biochemical, fluorescence polarization, rhodamine-plectin, uHTS (AID 1817); E3 ubiquitin-protein ligase SIAH1 (Homo sapiens); Siah-1 / rhodamine-plectin peptide fluorescence polarization; higher % means a stronger effect; displacement, % at 20 µM; hits with a dose series show IC50 in µM; 0.02% of 290,000 active;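 active means displacement of at least 50% at 20 µM, with a fluorescence ratio check between 0.3 and a set limit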;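 further: plate controls were Siah plus tracer with DMSO for no effect and tracer alone without Siah for full effect; strong numbers were not always called active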
CSM14.1 death rescue – rescue of cells from ER stress-induced death, primary screen, 384-well, CSM14.1, thapsigargin, ATP luminescence (AID 1222) | 190,000 tested, under 10 active | one-dose cellular ATP content (survival), % at 20 µM; EC50 in µM for titrated hits | CSM14.1 thapsigargin-induced death rescue, ATP luminescence; higher % means a stronger effect;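 active means EC50 below 50 µM in the dose-response confirmation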;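 further: death triggered by thapsigargin at about 15 µM added after 2 h compound pretreatment; cell ATP read after overnight thapsigargin exposure of roughly 18 to 22 hours; normalized against plate controls of thapsigargin alone and 5% DMSO vehicle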
human PMI inhibitors – human PMI inhibitors, high substrate, primary screen, biochemical, fluorescence intensity, high mannose 6-phosphate (AID 1220) | Mannose-6-phosphate isomerase (Homo sapiens) | recombinant PMI enzyme, coupled fluorescence intensity; higher % means a stronger effect | inhibition, % at 20 µM, or IC50 in µM where a hit was titrated | 0.66% of 190,000 active; in the data active means inhibition above about 50%
* = called active by the depositor; i = inactive; u = inconclusive; x = no result given.

SMILES | Salmonella PhoP GFP | West Nile virus CPE | P. falciparum M17LAP | XIAP antagonists | Yfh1-off respiration | M1AAP inhibition | Siah-1 displacement | CSM14.1 death rescue | human PMI inhibitors
COc1ccc(C(=O)NC(=S)NNC(=O)c2c(-c3ccccc3)noc2C)cc1 | 1% | -1.0% | 20% | -5.8% | i | -12% | -6% | 18% | -17%
Brc1ccc2nc(-c3ccncc3)c(NC3CCCC3)n2c1 | -6% | -1.3% | -18% | -1.5% | i | -1% | 7% | 0.4% | 13%
Clc1cccc(CN2CCN(Cc3nc(CCc4ccccc4)no3)CC2)c1 | 6% | -0.4% | -4% | -3.8% | i | -2% | 2% | 3.4% | 0%
O=C(CN1CCCC1)N1c2ccccc2C=Cc2ccccc21 | 0% | 0.1% | -5% | -3.6% | i | -3% | -3% | -2.0% | -4%
COC(=O)c1cc(NC(=O)c2nn(C)c(=O)c3ccccc23)cc(C(=O)OC)c1 | 5% | -0.2% | 4% | -6.6% | i | 9% | 5% | -0.1% | -5%
CSc1nc2n(n1)C(c1cccc(F)c1)C(C(=O)Nc1ccc(C)cc1C)=C(C)N2 (stereo unspecified) | -8% | 0.2% | -2% | -4.0% | i | -1% | 6% | 7.2% | 9%
CCN(CC)S(=O)(=O)c1ccc(Cl)c(C(=O)NC(C)C(c2cccs2)N2CCCC2)c1 (stereo unspecified) | 6% | -1.2% | -2% | -5.5% | i | 2% | -3% | -0.3% | 7%
COc1cccc(C(=O)c2cc3ccc(O)cc3oc2=O)c1 | 3% | -0.6% | 15% | -2.4% | i | 6% | 3% | -1.7% | 9%
O=C(N/N=C/c1ccc(Cl)cc1)c1cc(-c2cccnc2)nc2ccccc12 | -6% | -0.1% | -2% | -2.9% | i | 11% | -4% | -0.8% | -20%
CC(C)N=C(NS(=O)(=O)c1ccccc1)C(Cl)(Cl)Cl | 3% | -1.1% | 5% | -7.4% | i | -5% | -4% | -2.4% | 1%
NC(=O)c1cc(C(=O)c2ccc(Cl)cc2)c[nH]1 | 1% | -0.2% | -2% | -6.3% | i | -3% | 4% | -0.9% | -4%
O=C(CCS(=O)(=O)c1ccccc1)Nc1nccs1 | 13% | 0.1% | 5% | -3.5% | i | 11% | -3% | 1.5% | 11%
COc1ccccc1OCC(=O)NNC(=O)c1c(-c2ccccc2Cl)noc1C | -6% | 0.1% | 3% | -2.0% | i | 2% | 2% | -0.3% | -14%
COc1ccc(OCC(=O)N2CCN(c3cccc(C(F)(F)F)c3)CC2)cc1 | 10% | -1.1% | -4% | -6.3% | i | 7% | -5% | 2.6% | 15%
CCCC(c1nnnn1CC(=O)OCC)N(Cc1cc2ccc(C)cc2[nH]c1=O)C1CCCC1 (stereo unspecified) | -19% | -0.1% | 15% | -14% | i | 13% | 7% | -2.7% | -15%
CCOc1cc(S(=O)(=O)n2ccnc2)ccc1Br | 0% | 0.1% | 0% | -14% | i | 2% | -4% | 0.9% | 4%
Cc1cc(C)n2c(SCc3ccc(Br)cc3)nnc2n1 | -2% | -0.4% | -6% | x | i | -7% | -1% | x | x
CC1SCC(=NOCc2ccccc2)CS1 (stereo unspecified) | -10% | -0.8% | 1% | x | i | 5% | 7% | x | x
Cc1ncoc1C(=O)N1CCCC(C(=O)c2ccc(Oc3ccccc3)cc2)C1 (stereo unspecified) | 5% | -1.2% | -2% | 0.4% | i | 4% | -4% | 1.8% | -1%
CCC(C)c1ccc(NC(=S)NCCn2cc(Cl)cn2)cc1 (stereo unspecified) | -5% | -1.6% | -4% | -3.2% | i | 6% | -1% | -1.8% | -4%
CC(NC(=O)COC(=O)Cc1ccccc1[N+](=O)[O-])c1ccccc1 (stereo unspecified) | 10% | -0.1% | 13% | -13% | i | -1% | -6% | 0.1% | 51%*
COC(=O)c1cc(C)ccc1OCc1ccc([N+](=O)[O-])cc1 | 1% | 0.2% | 2% | x | i | 3% | 13% | x | x
CCN(C(=O)c1cnc(NC(C)C)cc1C(F)(F)F)c1ccc(Cl)cc1Cl | -7% | -1.3% | -6% | x | i | -3% | 7% | x | x
CC(=O)N=C1SC2CS(=O)(=O)CC2N1c1ccc(-c2nc3ccc(C)cc3s2)cc1 (stereo unspecified) | -7% | -0.8% | -12% | -2.6% | i | 0% | 28% | 2.9% | 15%
Cc1cccc(N=C2NC(=O)/C(=C3/C(=O)N(C)c4ccccc43)S2)c1C | -4% | 2.4% | -12% | 1.4% | i | 1% | -1% | 0.7% | 2%

Later entries
SMILES | Salmonella PhoP GFP | West Nile virus CPE | P. falciparum M17LAP | XIAP antagonists | Yfh1-off respiration | M1AAP inhibition | Siah-1 displacement | CSM14.1 death rescue | human PMI inhibitors
O=c1nc(N/N=C/c2ccco2)cn[nH]1 | 3% | 0.2% | 9% | -3.1% | i | 10% | 15% | -0.3% | 5%
COc1ccc(CC(=O)Nc2cccc(-c3ccc4nnc(C)n4n3)c2)cc1OC | 4% | 0.1% | 26% | -3.6% | i | 8% | 2% | -2.2% | -9%
Cc1ccccc1OCCn1cc(/C(N)=N/O)c2ccccc21 | 12% | -0.3% | 4% | -1.6% | i | -4% | 0% | -1.1% | 4%
N#Cc1nc(-c2ccccc2F)oc1NC1CCCCC1 | 0% | 0.0% | -5% | -3.3% | i | 7% | -2% | 0.4% | 6%
O=C(O)CN1C(=O)SC(Nc2ccccc2C(=O)O)C1=O (stereo unspecified) | -12% | 0.0% | -2% | -5.6% | i | 0% | -2% | -0.6% | 2%
CCOC(=O)N1CCN(C(=O)Cc2ccc(C)cc2)CC1 | 1% | -0.3% | -4% | -1.7% | i | 1% | 3% | -1.1% | 1%
COc1ccc(-c2nnc(NC(=O)c3cc(Cl)ccc3Cl)o2)cc1 | -14% | 0.2% | 5% | -7.4% | i | -14% | 1% | -0.6% | 1%
Cc1nc2sc3c(c2c2nc(-c4ccco4)nn12)CCCC3 | 3% | u | 0% | 8.4% | i | 10% | 7% | -3.3% | 6%
Cc1ccc(CN(C)C(=O)CC2C(=O)NCCN2CC2CCCCC2)cc1 (stereo unspecified) | 2% | -0.2% | 3% | -5.2% | i | 4% | -1% | 0.3% | 25%
O=C(O)c1[nH]c2ccc([N+](=O)[O-])cc2c1-c1ccccc1 | -3% | -0.5% | 14% | x | i | 12% | 13% | x | x
N/C(=N\OC(=O)COc1ccc2ccccc2c1)c1ccccn1 | -10% | -0.8% | 3% | -5.9% | i | 1% | 2% | -0.8% | -2%
COc1ccccc1CNc1nc2nc(C)c(C)c(=O)n2[nH]1 | 30% | 0.4% | 7% | -5.7% | i | -2% | -4% | -1.1% | 7%
CCOc1cccc(CNCCNC(=O)c2nonc2N)c1 | 12% | -0.5% | 12% | -4.0% | i | 1% | 3% | -0.7% | 4%
COc1ccc2nc(SCc3ccccc3)nc(C)c2c1 | -2% | -0.7% | 8% | -0.1% | i | 2% | 0% | 1.3% | 9%
C=CCN(CC(=O)NC1CCS(=O)(=O)C1)S(=O)(=O)c1ccccc1C(F)(F)F (stereo unspecified) | 4% | -0.2% | -3% | -7.4% | i | -3% | -1% | 0.6% | 0%
Cn1c(=O)c2c(nc(NCc3ccc4c(c3)OCO4)n2Cc2ccc(F)cc2)n(C)c1=O | -4% | -0.5% | 5% | -2.0% | i | 7% | 3% | -2.2% | 18%
COc1ccccc1C1CC(c2ccc(Br)cc2)=NN1C(=O)c1cccnc1 (stereo unspecified) | 11% | 0.1% | 8% | -3.5% | i | 3% | -6% | -1.1% | 2%
C#CCOCCOCCOCCNc1nc(N2CCN(C(=O)Cn3cc(CC(C)O)nn3)CC2)nc(N2CCN(C(=O)[C@H](C)n3cc(CCCN=C(N)N)nn3)CC2)n1 (stereo partly specified) | -2% | 0.1% | -3% | -8.3% | i | -2% | -1% | -4.0% | -64%
COc1ccc(Cl)cc1NC(=S)N(Cc1cccnc1)Cc1ccco1 | 2% | -0.5% | 4% | -8.4% | i | 6% | -12% | x | -6%
COc1ccccc1-c1coc2cc(OCC(=O)OCc3ccccc3)ccc2c1=O | 0% | -0.7% | 8% | -5.8% | i | 0% | 10% | 2.7% | 16%
COCc1nnc(NC(=O)CC(c2ccccc2)c2ccccc2)s1 | 8% | x | 1% | -7.9% | x | -9% | -3% | -1.0% | 0%
O=C(N/N=C/c1ccncc1)c1nn(Cc2ccccc2)c(=O)c2ccccc12 | 4% | -0.5% | 2% | -2.0% | i | 6% | 7% | 7.1% | -4%
Cc1cccc(OCc2nc(C#N)c(NCCN(C)C)o2)c1 | 3% | x | 9% | x | x | 4% | -3% | 12% | 1%
Nc1cc(C2CCCC2)nn1-c1ccccc1 | 9% | 0.3% | 16% | -4.1% | i | 17% | 2% | -3.5% | 13%
COC(=O)CSc1nc(-c2cccs2)ccc1C#N | 5% | 0.9% | -17% | -4.6% | i | 6% | -2% | -2.2% | -34%

The list continues:
SMILES | Salmonella PhoP GFP | West Nile virus CPE | P. falciparum M17LAP | XIAP antagonists | Yfh1-off respiration | M1AAP inhibition | Siah-1 displacement | CSM14.1 death rescue | human PMI inhibitors
O=C1C2C3C=CC([C@@H]2C(=O)N1Cc1cccnc1)C31CC1 (stereo partly specified) | 20% | 0.6% | -10% | -4.4% | i | -2% | 3% | 4.0% | -4%
CC1CN(S(=O)(=O)c2cccc(C(=O)NCCCn3ccnc3)c2)CC(C)O1 (stereo unspecified) | -3% | 1.0% | -2% | -1.3% | i | 6% | 10% | -2.0% | -4%
Cc1ccc(-c2nc(N)n(S(C)(=O)=O)n2)cc1 | 0% | 0.0% | 11% | -7.2% | i | 21% | -8% | -2.2% | -10%
COC(=O)C(=C/C=C/N1CCOCC1)C(=O)OC | -5% | 0.1% | 23% | x | i | 8% | 8% | x | x
COc1ccc(N2Cc3cccc(C(=O)N4CCOCC4)c3C2=O)cc1 | 8% | -0.3% | 27% | -5.3% | i | 0% | 3% | -0.7% | -9%
CCN(CC)CCNC(=O)C1c2cc(OC)c(OC)cc2C(=O)N(C)C1c1cccs1 (stereo unspecified) | -3% | -0.3% | -21% | -0.4% | i | 21% | 5% | -1.3% | -10%
CCOC(=O)N1CCN(C(=O)CSc2nc3c(cnn3-c3ccc(Cl)cc3)c(=O)[nH]2)CC1 | 0% | 0.1% | 15% | -2.3% | i | 6% | 3% | x | 2%

Hits appear at their usual frequency; any-hit rate near 1.6%.
